Assay outcomes: PubChem, several laboratories
Candida biofilm – kills Candida albicans biofilms; inhibition, % at 6 µM; C. albicans biofilm + clotrimazole, Alamar Blue; 85,000 compounds, 0.14% hits; AID 834;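 active = inhibition above 20%; inactive = inhibition below 20%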;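 also: preformed 24 hr biofilms exposed to compound for 48 hr; 0% = biofilm without compound and 100% = blank killed by clotrimazole plus chlorhexidine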
CYP2C19 inhib – human CYP2C19 inhibition. P33261. CYP2C19 Supersomes, luciferin-H EGE luminescence, 30 min. inhibition, % at 5 µM. 96,000 compounds, 21% hits. AID 778;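 active = CYP2C19 inhibition above a set limit at 5 µM in the primary screen, cut at about 50% in these data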;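 also: plate controls were negative control wells for no effect and 2.5 mM tranylcypromine positive control for full effect; values of inactives mirror those of a sister screen read the other way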
Target sequence (P33261 whole entry, looked up): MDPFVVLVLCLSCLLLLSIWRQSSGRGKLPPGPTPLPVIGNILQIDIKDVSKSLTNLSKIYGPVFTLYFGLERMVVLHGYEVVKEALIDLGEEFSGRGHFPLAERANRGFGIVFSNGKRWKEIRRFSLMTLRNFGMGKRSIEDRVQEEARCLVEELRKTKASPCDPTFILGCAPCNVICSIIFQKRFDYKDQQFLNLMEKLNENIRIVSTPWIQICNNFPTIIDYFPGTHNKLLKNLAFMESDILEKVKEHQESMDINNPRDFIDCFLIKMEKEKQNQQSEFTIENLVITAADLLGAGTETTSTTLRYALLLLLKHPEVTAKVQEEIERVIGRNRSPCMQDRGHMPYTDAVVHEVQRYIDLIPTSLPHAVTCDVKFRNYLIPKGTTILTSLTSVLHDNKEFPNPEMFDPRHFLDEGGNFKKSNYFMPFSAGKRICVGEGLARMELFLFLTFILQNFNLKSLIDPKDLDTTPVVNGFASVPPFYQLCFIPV
DAT uptake mod – human DAT dopamine uptake with cocaine, either direction | Q01959 | LLC-PK1 hDAT cells, [14C]-dopamine uptake with cocaine IC80; actives deviate in either direction | B-score at 10 µM | 110,000 compounds, 1.3% hits | AID 449768;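 active = Z score or B-score, a plate-position-corrected score, falls beyond the plate's 99.7% confidence bounds, in either direction; inactive = both scores lie inside the 99.7% bounds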;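 also: scored against the spread of the other compound wells on the same plate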
CYP2C9 inhib – blocks human cytochrome P450 2C9; 96,000 compounds, 20% hits; inhibition, % at 5 µM; CYP2C9 Supersomes, luciferin-H conversion, luminescence; AID 777; P11712;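 active = blocking of liver enzyme CYP2C9 beyond about 50% at 5 µM, limit read from the data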; also: values of inactives mirror those of a sister screen read the other way
Target sequence (P11712 whole entry, looked up): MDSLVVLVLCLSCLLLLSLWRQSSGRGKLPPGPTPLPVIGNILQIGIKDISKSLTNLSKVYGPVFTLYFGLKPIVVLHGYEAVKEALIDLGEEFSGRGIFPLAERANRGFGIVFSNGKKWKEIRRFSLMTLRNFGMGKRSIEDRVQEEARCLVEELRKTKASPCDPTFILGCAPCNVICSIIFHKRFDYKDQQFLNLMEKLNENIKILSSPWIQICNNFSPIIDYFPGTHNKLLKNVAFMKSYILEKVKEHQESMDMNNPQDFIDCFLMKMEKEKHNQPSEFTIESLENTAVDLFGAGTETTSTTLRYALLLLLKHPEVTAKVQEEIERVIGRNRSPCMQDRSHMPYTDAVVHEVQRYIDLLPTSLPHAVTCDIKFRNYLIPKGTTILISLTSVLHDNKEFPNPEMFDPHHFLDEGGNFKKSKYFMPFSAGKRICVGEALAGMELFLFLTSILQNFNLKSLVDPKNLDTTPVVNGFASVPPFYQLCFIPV
VCAM1 TNFa inh – reduces TNF alpha induced VCAM1 expression in HUVEC. HUVEC TNFa-induced VCAM-1 immunofluorescence, high-content imaging. inhibition, % at 2 µM. 95,000 compounds, 0.48% hits;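 active = inhibition above the batch mean plus 3 SD, with images confirmed as a hit by eye, cut at about 37% in these data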;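 also: 0% = TNF-stimulated DMSO wells and 100% = unstimulated control wells; not every result past the cut was called active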
CYP2C9 activ – activators of human CYP2C9 | P11712 | recombinant CYP2C9, luciferin-H conversion, luminescence; active compounds read high; factor 1 = untreated enzyme, 0 = blocked | activation factor at 5 µM | 96,000 compounds, 1.4% hits;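 active = activation factor of 2 or more for CYP2C9 at a 5 µM dose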;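 also: 0 = sulfaphenazole-blocked wells and 1 = vehicle-only wells; values of inactives mirror those of a sister screen read the other way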
CYP2C19 act – increases human CYP2C19 enzyme activity. P33261. recombinant CYP2C19, luciferin-H EGE luminescence; active compounds read high; 0 = fully inhibited enzyme, 1 = untreated enzyme. activation factor at 5 µM. 96,000 tested, under 10 active. AID 1025;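 active = activation factor of at least 2 at 5 µM in the primary screen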;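 also: 0 = wells with 2.5 mM tranylcypromine and 1 = vehicle-only wells; values of inactives mirror those of a sister screen read the other way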
HUVEC tox IL1B – toxic to HUVEC cells under IL-1B stimulation | AID 845 | cell count reduction, % at 2 µM | HUVEC cell count loss, Hoechst imaging, IL-1B stimulated | 94,000 compounds, 0.41% hits;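 active = cell count reduction more than 3 SD above the screen-wide mean, cut at about 70% in these data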;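 also: normalized per plate to untreated control cells as the no-loss baseline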
TNFa cytotox – toxic to HUVEC cells under TNF alpha stimulation | cell count reduction, % at 2 µM | HUVEC TNFalpha-stimulated, Hoechst cell count, imaging | 93,000 compounds, 0.17% hits;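 active = cell count reduction exceeding the screen mean by over 5 SD, scaled to untreated wells per plate, cut at about 78% in these data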;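 also: cells counted after 24 h of TNF alpha exposure following the 1 h pretreatment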
* marks the source's active call; other numbers are inactive results; nt = no result given.

No.	molecule	Candida biofilm	CYP2C19 inhib	DAT uptake mod	CYP2C9 inhib	VCAM1 TNFa inh	CYP2C9 activ	CYP2C19 act	HUVEC tox IL1B	TNFa cytotox
1	Cc1ccc(S(=O)(=O)N2CCOCC(=O)NCCOCCNC(=O)COCC2)cc1	-8	10	-0.57	6	nt	0.9	0.9	nt	nt
2	C/C(CC1(O)/C(=N/O)CCc2nonc21)=N\O (stereo unspecified)	7	-10	0.24	-7	3	1.1	1.1	8	-19
3	Cc1ccc(-c2nnc3sc(-c4ccncc4)nn23)cc1	7	33	-0.056	4	-23	1	0.7	30	-5
4	Cc1ccc(S(=O)(=O)Cn2nnnc2CN2CCCC3(CCCCC3)C2)cc1	7	93*	0.76	83*	-8	0.2	0.1	14	-29
5	O=C(CN1C(=O)c2ccccc2C1=O)Nc1ccccc1C(=O)NC1CCCCCC1	0	nt	0.75	nt	26	nt	nt	0	-1
6	COc1cccc(NC(=O)c2ccco2)c1	6	42	0.31	8	10	0.9	0.6	-16	-1
7	CC(SCCc1ccccn1)C(=O)O (stereo unspecified)	2	16	-1.2	-7	nt	1.1	0.8	nt	nt
8	CC(=O)Nc1ccc(S(=O)(=O)NCCC(=O)NCCc2ccc(F)cc2)cc1	0	4	-0.47	39	2	0.6	1	25	-11

Other compounds
No.	molecule	Candida biofilm	CYP2C19 inhib	DAT uptake mod	CYP2C9 inhib	VCAM1 TNFa inh	CYP2C9 activ	CYP2C19 act	HUVEC tox IL1B	TNFa cytotox
9	CC(C)[C@H](NC(=O)c1ccco1)C(=O)OCC(=O)N1CCc2ccccc21	6	41	0.48	87*	6	0.1	0.6	22	8
10	CC(=O)c1cccc(NC(=O)N2CCCC2C(=O)Nc2c(C)cccc2C)c1 (stereo unspecified)	5	2	0.25	8	42	0.9	1	23	13
11	Clc1ccccc1OCCn1cnc2ccccc21	7	80*	-0.36	69*	nt	0.3	0.2	nt	nt
12	O=C(CN1C(=O)c2ccccc2C1=O)NCC1CCCO1 (stereo unspecified)	nt	-18	0.054	-12	-3	1.1	1.2	-12	-3
13	CC(C)CCNC(=O)CN(CC1CCCO1)C(=O)CCC(=O)Nc1ccccn1 (stereo unspecified)	-7	36	0.4	11	-3	0.9	0.6	-6	-21
14	COc1ccc(NC(=O)N2CCC(NC(=O)c3ccco3)CC2)cc1	2	-7	0.47	-3	-2	1	1.1	-30	-31
15	O=C(c1ccc(Br)cc1)N(C1=NCCCCS1)c1ccccc1	nt	14	0.64	-6	3	1.1	0.9	16	2
16	COCCNC(=O)C(OC(=O)c1ccco1)c1ccccc1OC (stereo unspecified)	1	9	-0.18	9	nt	0.9	0.9	22	nt

(list continues)
No.	molecule	Candida biofilm	CYP2C19 inhib	DAT uptake mod	CYP2C9 inhib	VCAM1 TNFa inh	CYP2C9 activ	CYP2C19 act	HUVEC tox IL1B	TNFa cytotox
17	c1ccc(OCc2nc(-c3ccccc3)no2)cc1	4	72*	-0.83	37	-2	0.6	0.3	-138	9
18	COc1ccc(Cl)cc1N(CC(=O)Nc1cccc(SC)c1)S(C)(=O)=O	1	91*	-0.043	72*	2	0.3	0.1	-29	-2
19	O=C(COc1ccc(/C=N/NC(=O)c2cc3ccccc3o2)cc1Br)Nc1ccccc1	nt	11	-0.27	43	8	0.6	0.9	-4	-4
20	CC1=C(C(=O)Nc2ccccc2F)C(c2ccsc2)C2=C(CC(c3ccccc3)CC2=O)N1 (stereo unspecified)	nt	79*	1.2	6	-13	0.9	0.2	-1	-12
21	Cc1ccc(OCC(=O)NCc2ccco2)cc1C	3	80*	0.21	30	14	0.7	0.2	1	-5
22	COc1ccc(-n2nnnc2SCC(=O)N2C(C)CCCC2C)c(OC)c1 (stereo unspecified)	11	75*	-0.16	-87	-15	1.9	0.2	-1	13
23	CCCC(O)(CCN1CCOCC1)c1ccc(Br)cc1 (stereo unspecified)	nt	36	0.011	6	10	0.9	0.6	6	-26
24	COCCN(C(=O)CN1CCCc2ccccc21)c1c(N)n(Cc2ccccc2)c(=O)[nH]c1=O	nt	-2	-0.4	-2	16	1	1	-3	-10

Results in sequence from the list:
HUVEC tox IL1B, compounds 20 to 23 → -1, 1, -1, 6
CYP2C19 act, compounds 20 to 23 → 0.2, 0.2, 0.2, 0.6
CYP2C19 inhib, compounds 20 to 23 → 79*, 80*, 75*, 36

Next part
No.	molecule	Candida biofilm	CYP2C19 inhib	DAT uptake mod	CYP2C9 inhib	VCAM1 TNFa inh	CYP2C9 activ	CYP2C19 act	HUVEC tox IL1B	TNFa cytotox
25	Cc1ccnc(NC(=O)CCC(=O)N(CC(=O)NCC2CCCO2)Cc2ccc(F)cc2)c1 (stereo unspecified)	6	-6	0.029	-3	1	1	1.1	-10	-9
26	Cc1c(Cl)cccc1NC(=O)c1cccc(NC(=O)CCC(=O)O)c1	nt	-3	-0.69	-7	-23	1.1	1	9	-55
27	CN1CCc2c(sc3c2c(NCc2ccco2)nc2nnnn23)C1	8	38	nt	46	nt	0.5	0.6	nt	nt
28	CCCC(=O)N1CCN(c2nc(CC(C)C)c3c(c2C#N)CCC3)CC1	1	89*	2.6*	89*	2	0.1	0.1	-246	-28
29	CCc1c(C)sc(NC(=O)c2cccs2)c1C(N)=O	6	84*	-0.48	83*	-3	0.2	0.2	-5	-8
30	CCN(CC)CCn1c(=S)[nH]c2ncccc2c1=O	5	-17	-0.7	16	11	0.8	1.2	-9	8
31	NCCCCCc1nnc(SC/C=C/c2ccccc2)o1	3	12	1.7	12	-13	0.9	0.9	0	5
32	CCOC(=O)c1c(C)n(C)c2ccc(OCC(O)CN(CC)CC)cc12 (stereo unspecified)	11	-9	1.8	0	13	1	1.1	-1	-24

Following part:
No.	molecule	Candida biofilm	CYP2C19 inhib	DAT uptake mod	CYP2C9 inhib	VCAM1 TNFa inh	CYP2C9 activ	CYP2C19 act	HUVEC tox IL1B	TNFa cytotox
33	COc1ccc(OCc2nnc(SCC(N)=O)n2-c2ccccc2OC)cc1	6	-10	1.2	0	24	1	1.1	-61	-8
34	O=C(Nc1ccc(N2CCN(C(=O)c3ccco3)CC2)cc1)c1ccc2c(c1)OCO2	5	nt	0.27	nt	-8	nt	nt	-18	-16
35	Cc1ccc(-c2nc(C3CCN(S(=O)(=O)c4ccc(C(C)(C)C)cc4)CC3)no2)cc1	nt	-8	-0.39	8	2	0.9	1.1	1	-17
36	CN(C)C(CNS(=O)(=O)c1ccc(Br)cc1)c1cccnc1 (stereo unspecified)	5	nt	-8.9*	nt	-5	nt	nt	19	23
37	Cc1ccc(C)c(OCC(O)CN2CCCCC2C)c1 (stereo unspecified)	4	53*	0.41	-10	-3	1.1	0.5	9	10
38	COC(=O)Nc1nn(Cc2ccccc2F)cc1Br	4	29	0.0035	-3	16	1	0.7	-4	-24
39	CCCN1Cc2cccc(C(=O)NC(C)c3cccs3)c2C1=O (stereo unspecified)	2	23	0.014	30	-1	0.7	0.8	-9	-23
40	Cc1cc2ccccc2c(=O)n1CC(=O)NC1CCCCCC1	-4	64*	-1.1	0	nt	1	0.4	-23	nt

(list continues)
No.	molecule	Candida biofilm	CYP2C19 inhib	DAT uptake mod	CYP2C9 inhib	VCAM1 TNFa inh	CYP2C9 activ	CYP2C19 act	HUVEC tox IL1B	TNFa cytotox
41	O=C(c1ccc(Cl)c(S(=O)(=O)Nc2ccc(F)cc2)c1)N1CCN(c2ccccn2)CC1	2	67*	1	70*	-3	0.3	0.3	16	-18
42	NC(=O)c1c(NC(=O)c2cccs2)sc2c1CCCCCC2	-3	84*	0.17	85*	nt	0.2	0.2	nt	nt
43	O=C(CSc1nnc(COc2ccccc2)n1Cc1ccco1)Nc1ccc2c(c1)OCCO2	5	-2	0.22	11	32	0.9	1	13	36
44	Cc1csc(Sc2nc3c(c(=O)[nH]c(=O)n3C)n2Cc2ccccc2Cl)n1	4	5	-0.13	-5	17	1.1	1	16	2
45	CC(=O)Nc1cc2c(cc1NC(=O)Cn1nc(-c3ccc4c(c3)OCCO4)ccc1=O)OCCO2	nt	55*	-2	39	-5	0.6	0.4	13	-15
46	O=C(NCc1cccs1)c1noc2c1CCCCC2	3	5	0.95	20	nt	0.8	0.9	nt	nt
47	CC1(C)C(=O)OC(c2c(F)c(F)c(F)c(F)c2F)C2(CCCCC2)C1=O (stereo unspecified)	9	7	-0.42	0	17	1	0.9	-31	2
48	CCc1nnc(NC2=NCCC2)s1	6	2	-0.024	-15	-9	1.1	1	24	0

The list continues.
No.	molecule	Candida biofilm	CYP2C19 inhib	DAT uptake mod	CYP2C9 inhib	VCAM1 TNFa inh	CYP2C9 activ	CYP2C19 act	HUVEC tox IL1B	TNFa cytotox
49	CCN1CCCC1CN=Cc1c(O)n(-c2ccccc2)c(=O)c2ccccc12 (stereo unspecified)	-3	2	-1	3	3	1	1	-7	-4
50	CC(C)(Oc1ccc(Cl)cc1)C(=O)NC1CCSC1=O (stereo unspecified)	10	nt	-0.44	nt	0	nt	nt	-6	-7
51	CCOC(=O)c1ccccc1NC(=O)CSc1nnc(COc2ccccc2C)n1C	9	41	1.3	-34	-7	1.3	0.6	0	-15
52	OCc1nc2ccccc2n1CCCOc1ccc(Br)cc1	9	49	2.1	26	nt	0.7	0.5	-90	nt
53	CCOc1ccc(-n2ccnc2SCC(=O)NCc2ccc3c(c2)OCO3)cc1	13	81*	0.23	64*	-6	0.4	0.2	2	7
54	CCCCc1ccc(-c2csc(/C(C#N)=C/c3ccc(C)o3)n2)cc1	nt	0	-0.73	5	-1	0.9	1	-38	-3
55	CC(C)N(Cc1nc(-c2ccccc2)no1)S(=O)(=O)c1ccccc1	5	58*	0.015	68*	-4	0.3	0.4	-28	11

Grouped by structure, the compounds so far with bromine
No.	molecule	Candida biofilm	CYP2C19 inhib	DAT uptake mod	CYP2C9 inhib	VCAM1 TNFa inh	CYP2C9 activ	CYP2C19 act	HUVEC tox IL1B	TNFa cytotox
15	O=C(c1ccc(Br)cc1)N(C1=NCCCCS1)c1ccccc1	nt	14	0.64	-6	3	1.1	0.9	16	2
19	O=C(COc1ccc(/C=N/NC(=O)c2cc3ccccc3o2)cc1Br)Nc1ccccc1	nt	11	-0.27	43	8	0.6	0.9	-4	-4
23	CCCC(O)(CCN1CCOCC1)c1ccc(Br)cc1 (stereo unspecified)	nt	36	0.011	6	10	0.9	0.6	6	-26
36	CN(C)C(CNS(=O)(=O)c1ccc(Br)cc1)c1cccnc1 (stereo unspecified)	5	nt	-8.9*	nt	-5	nt	nt	19	23
38	COC(=O)Nc1nn(Cc2ccccc2F)cc1Br	4	29	0.0035	-3	16	1	0.7	-4	-24
52	OCc1nc2ccccc2n1CCCOc1ccc(Br)cc1	9	49	2.1	26	nt	0.7	0.5	-90	nt
